Keap1-Nrf2 PPI – inhibitors of human Keap1-Nrf2 protein-protein interaction | Q14145 | Keap1 Kelch-Nrf2 peptide fluorescence polarization, 1536-well | inhibition, % at 9.4 µM | 340,000 tested, 0.15% active; in the data active = inhibition above about 12%;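 note: human Keap1 Kelch domain with fluorescein labeled Nrf2 9mer peptide probe; 0% = neutral control wells and 100% = peptide positive control; higher means more block of Keap1 binding to Nrf2 peptide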
V-ATPase pH – alters yeast V-ATPase proton transport; 350,000 tested, 0.37% active; S. cerevisiae, pHLuorin cytosolic pH fluorescence; response, % at 10 µM; in the data active = response mostly above about 7.3%, no sharp cut-off; inactive = mostly below about 5.4%; note: actives read high; inactives centre near 0; some compounds called inactive have numbers as strong as hits; reference of the scale not given here
LANA DNA inh – blocks KSHV LANA C-terminal domain binding to DNA. 340,000 tested, 0.078% active. inhibition, % at 9 µM. AID 504423. MBP-C-LANA/FAM-LBS DNA binding, fluorescence polarization;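 active = highest replicate inhibition at or above 60% at 9 µM, even if other replicates fall short; inactive = all replicates below 60% inhibition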;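 note: 0% = neutral control wells and 100% = 4 µM acridine orange control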
Wnt bcat act – activates Wnt/beta-catenin signaling in a reporter cell assay; activation, % at 9.35 µM; activator, plate reader; AID 743398; 300,000 tested, 1.2% active; in the data active = activation above about 30%, passing the limit was not always enough;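 note: 0% = neutral control wells and 100% = positive control wells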
MOR-DOR ag – OPRM1-OPRD1 heterodimerization agonism; P35372+P41143; cells, luminescence; activation, % at 9.3 µM; 340,000 tested, 0.3% active; AID 504326; in the data active = activation above about 18%;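 note: 0% = vehicle-treated cells and 100% = reference agonist; values of inactives mirror those of a sister screen read the other way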
MOR-DOR inv ag – inverse agonist of human OPRM1-OPRD1 heterodimerization. P35372+P41143. cell-based MOR-DOR heterodimer luminescence, inverse agonism. inhibition, % at 9.3 µM. 340,000 tested, 0.21% active; in the data active = inhibition above about 22%, passing the limit was not always enough;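 note: 0% = cells with DMSO and 100% = wells without cells with DMSO; values of inactives mirror those of a sister screen read the other way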
RTF Ca sens inh – cardiac RTF calcium desensitization; 340,000 tested, 0.12% active; inhibition, % at 7.15 µM; IANBD-labeled cardiac RTF, Ca2+ fluorescence; P19429+P45379; AID 493244;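 active = inhibition above the mean inhibition of all tested compounds plus 3 SD, cut at about 17% in these data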;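 note: assay run at fixed EC70 calcium of 1.6 mM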
DSG3 Ab inh – inhibitors of pemphigus antibody binding to human desmoglein-3; 310,000 tested, 0.48% active; P32926; DSG3-coupled beads, scFv-anti-DSG3-GFP binding, flow cytometry; hits give low values; binding (percent of control), % at 10 µM;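 active = binding more than 3 SD below its plate's average and above zero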;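 note: hits lower antibody fragment binding to DSG3; some compounds called inactive have numbers as strong as hits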
Target sequence (P32926 whole entry, looked up, the tested form may be a part): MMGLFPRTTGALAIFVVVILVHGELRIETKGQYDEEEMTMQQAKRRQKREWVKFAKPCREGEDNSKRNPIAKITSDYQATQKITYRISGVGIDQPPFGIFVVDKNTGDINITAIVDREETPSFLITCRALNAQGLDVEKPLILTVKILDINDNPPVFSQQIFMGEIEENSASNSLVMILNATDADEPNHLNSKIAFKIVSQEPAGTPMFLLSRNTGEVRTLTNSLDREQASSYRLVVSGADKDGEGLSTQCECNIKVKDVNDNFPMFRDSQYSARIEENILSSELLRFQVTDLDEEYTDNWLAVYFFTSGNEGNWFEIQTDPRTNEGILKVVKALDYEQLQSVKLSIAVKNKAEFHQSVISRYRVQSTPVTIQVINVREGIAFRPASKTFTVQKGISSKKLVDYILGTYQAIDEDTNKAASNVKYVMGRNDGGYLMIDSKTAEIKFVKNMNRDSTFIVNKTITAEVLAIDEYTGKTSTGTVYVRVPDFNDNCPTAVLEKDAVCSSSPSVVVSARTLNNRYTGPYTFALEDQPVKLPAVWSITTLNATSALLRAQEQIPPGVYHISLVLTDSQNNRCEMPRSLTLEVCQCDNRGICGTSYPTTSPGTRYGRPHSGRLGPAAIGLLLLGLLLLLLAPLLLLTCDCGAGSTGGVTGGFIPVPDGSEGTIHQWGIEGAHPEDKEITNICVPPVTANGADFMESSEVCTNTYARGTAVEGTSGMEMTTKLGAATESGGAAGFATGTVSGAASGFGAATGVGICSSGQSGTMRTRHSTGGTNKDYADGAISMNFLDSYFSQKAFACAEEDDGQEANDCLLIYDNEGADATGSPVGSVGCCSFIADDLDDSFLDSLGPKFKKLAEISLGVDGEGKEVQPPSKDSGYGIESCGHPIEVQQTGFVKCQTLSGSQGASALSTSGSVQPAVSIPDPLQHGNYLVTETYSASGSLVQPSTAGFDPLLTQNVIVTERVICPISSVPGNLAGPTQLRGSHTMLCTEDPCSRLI
Arrestin-AP2 inh – blocks beta-arrestin peptide binding to AP2 adaptin; FITC-arrestin peptide / GST-AP2 beads, flow cytometry; AP2 beta2 appendage carries R879A mutation; inhibition, % at 10 µM; 340,000 tested, 0.31% active;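 active = inhibition above a set limit, near 3 SD of compounds lacking own fluorescence, cut at about 54% in these data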;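 note: plate controls were DMSO wells for no effect and 5 µM unlabelled arrestin peptide for full effect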
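System: GST-AP2 R879A glutathione beads; medium: PBS, Tween 20 0.05%, BSA 0.1%; reagent: fluorescein-tagged arrestin peptide at 50 nM final; schedule: pre-incubation 12 min, peptide binding 1 h, room temperature; detection: flow cytometry, FL1 (488/535 nm); read-out: inhibition as reduced fluorescein signal on beads, percent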
RTF Ca sens act – cardiac RTF calcium sensitization; P19429+P45379; IANBD-labeled TnC RTF fluorescence at EC20 calcium; 0% EC20 calcium, 100% full calcium; activation, % at 7.2 µM; 340,000 tested, 0.24% active;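 active = activation above the mean over all tested compounds plus 3 SD, cut at about 30% in these data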;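 note: rise in fluorescence read as greater calcium sensitivity of cardiac thin filaments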
* hit, by the source's call; . = no result given.

[1] CCOc1cccc2sc(N(CCN(CC)CC)C(=O)c3ccc(S(=O)(=O)N4CCCCC4)cc3)nc12
[2] COc1ccc(C(=O)COC(=O)c2ccc(OC)c(OC)c2)cc1OC
[3] CCOC(=O)N1CCN(S(=O)(=O)c2ccc(C)cc2)CC1
[4] C=CCNC(=S)NNC(=O)c1ccc(C)c(Cl)c1
[5] O=C(Nc1ccc(Cl)cc1)N1CCOC12CCC1(CC2)OCCO1
[6] O=C(O)c1ccccc1CSc1nc2ccccc2o1
[7] OC1CCCN(C(=S)Nc2ccc(SC(F)F)cc2)C1 (centres undefined)
[8] O=C(CCn1c(=O)sc2ccccc21)NCc1ccccc1
[9] Cc1c(NC(=O)CCCCCN2C(=O)C3C4C=CC(C4)C3C2=O)c(=O)n(-c2ccccc2)n1C (centres undefined)
[10] O=C(CCC(=O)Nc1ccccc1)N/N=C/c1ccc2c(c1)OCO2
Screen / compound no.,1,2,3,4,5,6,7,8,9,10
MOR-DOR ag,-3.0,-0.2,-1.2,-2.2,-1.8,-1.8,0.1,1.1,-2.0,-2.1
RTF Ca sens inh,6,-5,-9,-2,16,-3,-8,5,-1,-2
DSG3 Ab inh,85,76,113,101,113,74,96,96,101,110
MOR-DOR inv ag,15,1,7,12,9,10,-1,-6,11,14
Arrestin-AP2 inh,-6,23,-3,-8,-26,46,9,7,4,-8
LANA DNA inh,-1.2,-1.4,-3.2,1.6,0.8,-1.4,1.1,-0.7,0.5,-0.6
Keap1-Nrf2 PPI,-7,1,-5,-4,-3,-2,0,-8,-3,-5
Wnt bcat act,6,.,15,0,-1,5,6,2,4,5
V-ATPase pH,-5,-1,0,-3,-2,-1,2,-2,1,4
RTF Ca sens act,2,-9,7,-4,-2,-4,-2,-3,5,0

[11] OC(CNCc1ccccc1F)COc1cccc2ccccc12 (centres undefined)
[12] Cc1ccc(CCc2nnc(SCC(=O)Nc3ccccc3Cl)n2-c2ccccc2)o1
[13] Cc1ccc(S(=O)(=O)NC(=O)Nc2cc(C)ccc2F)cc1
[14] CCc1ccc(NC(=O)Nc2cc(C(=O)NCC3CCCO3)ccc2N2CC3CC(C2)c2cccc(=O)n2C3)cc1 (centres undefined)
[15] CC(C)(C)C(=O)N1CCn2c1nc1ccccc12
[16] O=C(Nc1cccc(Cl)c1)N1CCN(C2c3ccccc3-c3ccccc32)CC1
[17] COc1ccc(CCNC(=O)c2ccc(N3CCCC3=O)cc2)cc1
[18] COc1ccc(-c2noc(N3CCC(C(=O)Nc4ccc(F)cc4)CC3)n2)cc1
[19] COc1ccccc1Nc1ccc(C(=O)NC2CCCCC2)cn1
[20] COc1ccc(NC(=O)c2coc3ccccc23)cc1OC
Screen / compound no.,11,12,13,14,15,16,17,18,19,20
MOR-DOR ag,4.3,0.9,3.6,0.0,.,1.7,-1.1,6.1,-0.2,1.6
RTF Ca sens inh,-8,-3,0,-7,-11,1,-12,4,-14,-7
DSG3 Ab inh,.,99,99,97,97,111,99,100,.,97
MOR-DOR inv ag,-32,-5,-20,0,.,-9,6,-33,1,-10
Arrestin-AP2 inh,-10,-3,8,-2,20,23,1,0,4,-2
LANA DNA inh,0.5,-1.0,-0.3,-0.3,-0.3,-3.0,-0.1,1.4,-0.4,1.4
Keap1-Nrf2 PPI,0,2,0,-3,0,-2,0,0,-2,0
Wnt bcat act,-4,-9,0,0,-2,-3,.,7,-1,.
V-ATPase pH,10,0,0,1,-1,-5,1,-2,0,1
RTF Ca sens act,-4,1,3,0,0,8,2,1,4,0

[21] CCOC(=O)C1CCN(c2ccc(-c3cccs3)nn2)CC1
[22] CCOC(=O)C1(CCCc2ccccc2)CCN(C(=O)COC)CC1
[23] CSc1ccc(CN(C)CC(=O)NCc2ccccc2)cc1
[24] CCOc1ccc(NC(=O)Cn2nnc(C(=O)NCc3ccco3)c2N)cc1
[25] Cc1nn(-c2cccc(C(F)(F)F)c2)c(Cl)c1/C=N/n1cnnc1
[26] Cc1ccccc1-c1ccc(Nc2ccc(C(=O)N3CCOCC3)cc2)nn1
[27] CC1CC(C)CN(S(=O)(=O)c2cc(C(=O)O)c(Cl)s2)C1 (centres undefined)
[28] COCCNC(=O)Cn1c(=O)n(Cc2ccc(C(=O)NCCc3ccc(OC)c(OC)c3)cc2)c(=O)c2ccccc21
[29] O=C(NCc1ccco1)c1c(F)c(F)c(F)c(C(=O)NCc2ccco2)c1F
[30] O=C(CN1CCCC1)Nc1sc2c(c1C(=O)Nc1ccc(Br)cc1)CCC2
Screen / compound no.,21,22,23,24,25,26,27,28,29,30
MOR-DOR ag,-3.6,-1.9,-3.1,-1.9,-1.9,-2.1,-1.7,-2.8,-0.7,-0.3
RTF Ca sens inh,-2,-5,-18,4,2,-10,-1,-4,-1,6
DSG3 Ab inh,.,100,111,.,107,128,91,95,105,104
MOR-DOR inv ag,16,9,15,12,11,12,9,15,4,2
Arrestin-AP2 inh,-6,-13,-13,26,-3,-6,-10,4,47,-3
LANA DNA inh,-0.1,-4.6,-0.5,-1.3,1.3,0.8,0.1,-0.2,-0.1,-1.6
Keap1-Nrf2 PPI,-5,0,2,-2,-4,-4,-1,0,2,-7
Wnt bcat act,38*,2,0,-1,.,.,.,-2,-1,-3
V-ATPase pH,-4,0,-3,0,1,2,-3,-2,1,3
RTF Ca sens act,6,5,0,2,2,3,-3,-2,1,0

[31] Cc1ccc(N/C=C(\C#N)S(=O)(=O)c2ccccc2)cc1
[32] CCC1CCCCN1CCCNC(=O)Cn1cnc2sc(C)c(S(=O)(=O)N3CC(C)CC(C)C3)c2c1=O (centres undefined)
[33] CCCc1nc(S(=O)(=O)Cc2ccc(Cl)cc2Cl)n[nH]1
[34] O=C(COC(=O)c1ccc(=O)[nH]c1)Nc1cccc(S(=O)(=O)N2CCOCC2)c1
[35] CCOc1cc(C(=S)N2CCCCC2)ccc1OS(=O)(=O)c1ccc(Cl)cc1
[36] Cc1ccc(NC(=O)CC2COc3ccccc3O2)cc1 (centres undefined)
[37] O=C(O)c1cc(NC(=O)c2ccco2)cc(NC(=O)c2ccco2)c1
[38] COCCn1c(SCC(=O)Nc2ccc(NC(C)=O)cc2)nc2ccccc2c1=O
[39] O=c1c2c3c(sc2nc2n1CCCS2)CCCC3
[40] Cc1cc(N2CCOCC2)c2c(N)c(C)cc(C)c2n1
Screen / compound no.,31,32,33,34,35,36,37,38,39,40
MOR-DOR ag,-0.4,0.5,-2.1,-1.1,-0.5,-2.2,1.5,-3.0,-1.9,-0.6
RTF Ca sens inh,-5,-7,-3,-6,3,6,-2,0,-3,-9
DSG3 Ab inh,93,123,99,108,106,.,101,.,104,88
MOR-DOR inv ag,2,-3,11,6,2,13,-12,14,10,3
Arrestin-AP2 inh,8,-6,-5,5,3,-2,6,-2,1,-14
LANA DNA inh,-0.4,0.1,-0.3,0.1,-0.9,0.5,-0.2,-2.1,-2.0,-3.8
Keap1-Nrf2 PPI,-1,-6,-3,-4,-4,-5,-5,-5,-4,5
Wnt bcat act,-1,.,.,0,.,.,-1,9,12,0
V-ATPase pH,1,-1,1,-3,3,-3,2,-1,-5,0
RTF Ca sens act,3,0,-4,0,-2,-8,10,-3,8,0

[41] O=C(c1cccc(S(=O)(=O)Nc2cccc(C(F)(F)F)c2)c1)N1CCOCC1
[42] O=C(c1ccco1)N1CCCC(N2CCN(c3ccccc3F)CC2)C1 (centres undefined)
[43] Cn1nccc1C(=O)N1CCN(c2ccc(F)cc2)CC1
[44] O=C(C[C@H]1C(=O)N(Cc2ccccc2)C[C@@H]1Cc1ccccc1)Nc1ccccc1
[45] O=S(=O)(c1ccc2c(c1)C(=NO)c1cc(S(=O)(=O)N3CCCCC3)ccc1-2)N1CCCCC1
[46] Cc1cccc(NC(=O)C2CCCN(c3cnccn3)C2)c1 (centres undefined)
[47] Clc1ccc(SCc2csc(N3CCOCC3)n2)cc1
[48] CCc1c(O)nc(SCC(=O)Nc2cc(C)on2)n(-c2ccccc2)c1=O
[49] O=C(C[C@H]1C/C=C\C[C@H](NC(=O)OCC2c3ccccc3-c3ccccc32)C(=O)OC[C@@H]2CCCN2C1=O)NCCO
[50] Cc1[nH]c2ccccc2c1CCN(Cc1cccs1)C(=S)Nc1ccccc1
Screen / compound no.,41,42,43,44,45,46,47,48,49,50
MOR-DOR ag,-3.8,0.1,0.5,3.3,8.2,-3.3,-1.9,-1.7,0.5,3.6
RTF Ca sens inh,-9,-4,-5,-6,-1,-2,2,-5,-8,-5
DSG3 Ab inh,99,.,.,104,99,101,113,102,101,102
MOR-DOR inv ag,20,0,-3,-19,-48,17,10,12,-3,-20
Arrestin-AP2 inh,39,-16,-1,2,-4,-9,-7,4,3,9
LANA DNA inh,3.6,1.0,-1.1,1.0,-1.8,-1.2,-2.1,0.0,-0.1,-1.2
Keap1-Nrf2 PPI,1,4,4,0,-9,-4,-1,1,0,-12
Wnt bcat act,1,1,-3,-1,-34,2,-1,2,-1,-4
V-ATPase pH,0,2,0,3,-2,0,-4,-3,-2,2
RTF Ca sens act,0,-3,1,-3,-1,1,0,0,-2,-2

Record cards, as listed above. Values in the order: MOR-DOR ag | RTF Ca sens inh | DSG3 Ab inh | MOR-DOR inv ag | Arrestin-AP2 inh | LANA DNA inh | Keap1-Nrf2 PPI | Wnt bcat act | V-ATPase pH | RTF Ca sens act
Clc1ccc(SCc2csc(N3CCOCC3)n2)cc1 reads -1.9 | 2 | 113 | 10 | -7 | -2.1 | -1 | -1 | -4 | 0
Cn1nccc1C(=O)N1CCN(c2ccc(F)cc2)CC1 reads 0.5 | -5 | . | -3 | -1 | -1.1 | 4 | -3 | 0 | 1
Cc1cccc(NC(=O)C2CCCN(c3cnccn3)C2)c1 (centres undefined) reads -3.3 | -2 | 101 | 17 | -9 | -1.2 | -4 | 2 | 0 | 1
O=C(C[C@H]1C(=O)N(Cc2ccccc2)C[C@@H]1Cc1ccccc1)Nc1ccccc1 reads 3.3 | -6 | 104 | -19 | 2 | 1.0 | 0 | -1 | 3 | -3
